From PubChem
D2 ag – D2 dopamine receptor (human) agonism; HEK293 T-REx D2 cells, calcium flux agonist mode; AID 485358; 340,000 compounds, 0.53% hits; activation, % at 2 µM; P14416;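 active = activation over 3 SD above normal in the single-dose calcium agonist read, cut at about 30% in these data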; also: 0% is about no effect
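Tetracycline-induced HEK293 Trex cells with D2 receptor force-coupled to calcium signaling, plated overnight at 30 C and loaded with no-wash calcium dye. Calcium flux read kinetically for 180 s after compound addition; responses flag agonists.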
USP1 inh – USP1/UAF1 (human) deubiquitinase inhibition. O94782. recombinant USP1/UAF1, Ub-Rhodamine cleavage fluorescence. Potency, µM (series often up to 57.1 µM), without a hit: at the top dose activity change, negative = inhibition, hits mostly inhibitors. 390,000 compounds, 0.23% hits. AID 743255; also: potency is read from the fitted curve at half-maximal effect; % is scaled to controls: 0 for no effect and ±100 for the full control effect; nearly all actives have a fitted effect of over 60% in size; inactives centre near -12
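In this screen, compounds sit with the deubiquitinase complex (1nM) for 15 min at room temperature before Ub-Rho is added at 150nM final. Fluorescence rise is then followed for 6 reads every 60 seconds.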
Pin1 inh – human Pin1 inhibition; Q13526; Pin1 FP peptide displacement, HiFluor488, 10 min; Potency, µM (series often up to 115 µM), inactives show top-dose activity, negative = inhibition, hits mostly inhibitors; 390,000 compounds, 0.009% hits; AID 504891; active = well fitted inhibition curve with a large enough effect in the polarisation, with a control signal flat, not every such curve was filed as active; inconclusive = small, poorly fitted or top-dose-only effect, or effect the other way, or a change in a side signal; inactive = no such curve, though single readings can be large or run the other way; the % refers to the polarisation; also: potency is read from the fitted curve at half-maximal effect; % is scaled to controls: 0 for no effect and ±100 for the full control effect
IDH1 R132H inh – blocks human mutant IDH1 R132H enzyme. 390,000 compounds, 0.093% hits. O75874. Potency, µM (top dose mostly 76.6 µM), without a hit: at the highest dose activity change, negative = inhibition, most hits filed as inhibitors. IDH1-R132H enzyme, NADPH consumption, diaphorase/resazurin fluorescence. AID 602179; also: potency is read from the fitted curve at half-maximal effect; % is scaled to controls: 0 for no effect and ±100 for the full control effect; nearly all actives have a fitted effect of over 65% in size
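IDH1-R132H (0.5 ug/mL dispensed) in pH 7.5 Tris buffer was preincubated 30 min with compound, then given a substrate mix of 0.016 mM NADPH and 2 mM alpha-KG for 80 min at room temperature; remaining NADPH was read by diaphorase/resazurin fluorescence.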
TRHR ag – activates the human TRH receptor. P34981. activation, % at 2 µM. 360,000 compounds, 0.18% hits. TRHR cells, calcium flux fluo-8, FDSS agonist mode; in the data active = activation above about 30%; also: 0% is about no effect
Target sequence (P34981 whole entry, looked up): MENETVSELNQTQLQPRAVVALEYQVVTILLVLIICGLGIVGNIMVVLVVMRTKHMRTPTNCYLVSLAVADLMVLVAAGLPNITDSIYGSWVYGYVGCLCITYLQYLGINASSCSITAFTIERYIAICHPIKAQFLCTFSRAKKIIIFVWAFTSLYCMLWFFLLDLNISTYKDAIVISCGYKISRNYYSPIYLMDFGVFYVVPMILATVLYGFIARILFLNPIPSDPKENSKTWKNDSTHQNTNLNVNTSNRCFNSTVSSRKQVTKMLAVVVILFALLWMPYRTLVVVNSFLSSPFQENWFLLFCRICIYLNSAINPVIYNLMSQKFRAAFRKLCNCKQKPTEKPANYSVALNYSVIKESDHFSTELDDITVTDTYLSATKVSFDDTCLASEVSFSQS
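Agonist-mode FDSS calcium read (Ex 480/Em 530, 1 s cycles) in 1536-well TRHR cells with fluo-8 dye, after 10-cycle baseline and 23 nL compound addition; TRH at EC20 (10 nM final) added afterwards for the enhancer phase.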
TRHR PAM – allosterically enhances the human TRH receptor; P34981; TRHR cells, fluo-8 calcium fluorescence, EC20 TRH enhancement; enhancement, % at 2 µM; 360,000 compounds, 0.66% hits; in the data active = enhancement above about 30%; also: 0% is about no effect
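TRHR-expressing cells loaded with fluo-8 calcium dye were read kinetically (ex 480/em 530) during compound addition, then stimulated with an EC20 of TRH (10 nM final). Enhancement of the Gq-mediated intracellular calcium response was scored.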
D2 antag – D2 dopamine receptor (human) antagonism; HEK293 TREx D2 cells, calcium flux, dopamine EC80; inhibition, % at 10 µM; 340,000 compounds, 2% hits; P14416; in the data active = inhibition above about 30%; also: 0% is about no effect
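Dopamine at EC80 is the agonist stimulus; test compounds precede it by 180 s. Calcium flux read kinetically in a force-coupled, inducible HEK293 T-REx D2 cell line.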
TrxR1 substrate – rat thioredoxin reductase 1 substrate activity; Potency, µM (series often up to 114 µM), for inactives: at the top dose activity change, negative = substrate turnover; 390,000 compounds, 0.01% hits; O89049; purified TrxR1 substrate turnover, NADPH consumption readout; also: potency is read from the fitted curve at half-maximal effect; % is scaled to controls: 0 for no effect and ±100 for the full control effect; nearly all actives have a fitted effect of over 50% in size
Target sequence (O89049 whole entry, looked up): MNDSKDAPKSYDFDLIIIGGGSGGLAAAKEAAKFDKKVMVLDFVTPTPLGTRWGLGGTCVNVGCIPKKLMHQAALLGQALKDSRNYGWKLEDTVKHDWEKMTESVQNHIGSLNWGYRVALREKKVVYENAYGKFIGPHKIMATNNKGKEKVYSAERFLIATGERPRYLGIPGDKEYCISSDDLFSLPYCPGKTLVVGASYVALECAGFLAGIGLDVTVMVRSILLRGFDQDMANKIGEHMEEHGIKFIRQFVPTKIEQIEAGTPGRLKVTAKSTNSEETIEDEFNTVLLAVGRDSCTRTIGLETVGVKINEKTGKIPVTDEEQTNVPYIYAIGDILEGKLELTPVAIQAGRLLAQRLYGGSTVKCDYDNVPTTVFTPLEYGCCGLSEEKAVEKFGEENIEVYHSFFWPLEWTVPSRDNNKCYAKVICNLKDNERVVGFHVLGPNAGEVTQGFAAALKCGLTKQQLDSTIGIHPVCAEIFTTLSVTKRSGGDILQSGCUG
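Rat TrxR1, dispensed at 90 nM, was prereduced with 400 uM NADPH (final) for 5 min at ~22 deg C, then incubated with compound 15 min before 400 uM selenite. A first-read NADPH fluorescence drop versus no-compound background flagged substrates.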
rTrxR1 inhibitor – blocks rat thioredoxin reductase 1 | O89049 | recombinant rTrxR1, NADPH fluorescence consumption, selenite substrate | Potency, µM (series often up to 114 µM), without a hit: top-dose activity change, negative = inhibition, actives largely listed as inhibitors | 390,000 compounds, 1% hits; also: potency is read from the fitted curve at half-maximal effect; % is scaled to controls: 0 for no effect and ±100 for the full control effect; nearly all actives have a fitted effect of over 65% in size
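Rat TrxR1 (90 nM in the dispensed reagent) was pre-reduced with 400 uM NADPH for 5 min at room temperature, then incubated with compound for 15 min. After 400 uM selenite was added, NADPH fluorescence (Ex 340/Em 450 nm) was followed for 8 min.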
Numbers without * were called inactive; ? = inconclusive; · = not tested or not shown; [ ] = remark or other dose. Unless noted, calls follow the shape of the dose curve; as a rule, active = well fitted inhibition curve with a large enough effect; inconclusive = small, poorly fitted or top-dose-only effect; inactive = no such curve, though single readings can be large or run the other way. Only part of the results is shown (hit frequency here may not be typical).

item	Structure	D2 ag	USP1 inh	Pin1 inh	IDH1 R132H inh	TRHR ag
1	O=C(NCC(c1cccnc1)N1CCOCC1)C(=O)Nc1ccc(Cl)cc1 (centres undefined)	0.1	-8%	1%	-15%	0.1
2	CSCCC(NC(=O)C1CCCCC1)c1nc2ccccc2[nH]1 (centres undefined)	-0.7	-9%	-3%	-3%	-1.3
3	O=[N+]([O-])c1cccc(-c2ccc(/C=N/n3c(-c4ccccc4)n[nH]c3=S)o2)c1	25	-6%	2%	2%	0.0
4	CCOC(=O)c1ccccc1NC(=O)c1nc2nccc(C)n2n1	0.0	-1%	-5%	-1%	-0.3
5	COC(=O)c1c(NC(=O)CSc2nnnn2C)sc(C)c1C	-0.4	-7%	1%	3%	-0.5
6	CCCSc1cc(=O)n(-c2ccccc2)nc1C(=O)OCC	2.4	-23%	9%	3%	-0.1
7	COCCNc1ccc(-c2nn(C)c(=O)c3ccccc23)cc1[N+](=O)[O-]	2.2	-19%	?	-9%	1.3
8	CCOc1ccccc1NC(=O)CSc1nnc(CCC(=O)Nc2ccccc2F)n1C	0.3	-6%	-2%	2%	1.3
9	CCOc1ccccc1C(=O)NC1CCN(CC(=O)Nc2cc(OC)ccc2OC)CC1	1.2	0%	5%	-3%	-1.3
10	C=CCC1(CC=C)CCCN1C(=O)Cn1nnnc1CN(C)C(C)C	0.5	-5%	2%	-10%	0.9

item	TRHR PAM	D2 antag	TrxR1 substrate	rTrxR1 inhibitor
1	-6	·	-7%	3%
2	5	0	9%	14%[57.1 µM]
3	-4	13	-3%	1%
4	4	-4	0%[11.4 µM]	-26%[11.4 µM]
5	-8	-1	-3%	1%
6	17	-3	4%[57.1 µM]	-4%[57.1 µM]
7	-3	5	2%	17%
8	-2	22	-10%	-6%
9	-5	10	-2%	7%
10	-4	8	-1%	13%

(continued)
item	Structure	D2 ag	USP1 inh	Pin1 inh	IDH1 R132H inh	TRHR ag
11	CNC(=O)COC(=O)c1[nH]c(C)c(C(C)=O)c1C	0.0	-4%	-9%	5%	0.0
12	O=S(=O)(c1ccc(F)cc1)N1CCN(CCc2ccccc2)CC1	0.1	-8%	-4%	4%	0.1
13	Cc1cc(C)cc(N=c2c([N+](=O)[O-])nn(-c3cccc(Cl)c3)n2O)c1	-1.9	-16%	-10%	5%	0.1
14	O=C(NNC(=O)c1cccs1)Nc1cccc(Cl)c1	·	-19%	4%	1%	·
15	O=C(CNC(=O)c1ccc([N+](=O)[O-])cc1)N/N=C/c1c[nH]c2ccccc12	·	-20%	-8%	5%	-0.7
16	CC(C)c1ccc(NC(=O)CSc2n[nH]c(=O)n2-c2ccc3c(c2)OCCO3)cc1	-0.8	-20%	-2%	0%	-0.4
17	CCCCn1c(SCC(=O)Nc2cc(C)on2)nc2cc(S(N)(=O)=O)ccc21	0.3	-8%	?	3%	-0.6
18	CCN1C(=O)C(O)(CC(=O)c2cccc(-n3cccc3)c2)c2ccccc21 (centres undefined)	0.8	-10%	0%	0%	0.3
19	Cc1cccc(OCC(=O)OC(C)CN2CCCCC2)c1 (centres undefined)	1.0	-19%	-2%	0%	0.6
20	O=C(Cc1cccc(NC(=O)C2CCN(C(=O)C3CCCCC3)CC2)c1)Nc1cccc(C(=O)N2CCCC2)c1	0.7	-8%	-8%	-8%	-0.3

item	TRHR PAM	D2 antag	TrxR1 substrate	rTrxR1 inhibitor
11	22	12	7%	19%
12	0	-11	8%[57.1 µM]	17%[57.1 µM]
13	-6	10	-8%	10%
14	·	·	2%	16%
15	3	·	-9%	-16%
16	1	·	-9%	0%
17	-4	16	3%	13%
18	-3	-28	-1%	10%
19	-5	8	2%	21%
20	4	0	3%	10%

Next part:
item	Structure	D2 ag	USP1 inh	Pin1 inh	IDH1 R132H inh	TRHR ag
21	Cc1ccc(Nc2nc3c(s2)CCC3)c(C)c1	-0.1	-6%	4%	2%	0.5
22	CC(=O)O/N=C/c1c(C)c(C=O)n2ccccc12	-0.1	-21%	-12%	-5%	-0.5
23	CC(=O)Nc1sc(N/N=C\c2ccc(O)cc2)nc1-c1cccs1	-1.4	1%	5%	4%	-0.1
24	COC(=O)C1=C(C)NC(C)=C(C(=O)OC)C1c1ccccn1	-0.2	-10%	33%[activator]	3%	0.0
25	Cc1ccc(S(=O)(=O)Cc2cn3cccnc3n2)cc1	0.2	-13%	-2%	-1%	0.1
26	CSc1ccc(CN2CCC(N3CC(C)OC(C)C3)CC2)cc1 (centres undefined)	0.9	-9%	-8%	4%	0.6
27	COc1ccccc1NC(=O)c1ccc(S(=O)(=O)N2CCCC2)cc1	3.0	-15%	2%	1%	-0.1
28	Cc1ccc(Cl)cc1N1CCN(S(=O)(=O)c2cn(C)cn2)CC1	2.1	-25%	-12%	-5%	-0.7
29	N#C/C(=C/c1ccc(Br)o1)C(N)=S	4.1	·	·	·	2.9
30	O=c1cc(C(F)(F)F)oc2c1ccc1ccccc12	3.3	-21%	-10%	1%	-0.2

item	TRHR PAM	D2 antag	TrxR1 substrate	rTrxR1 inhibitor
21	1	-17	3%	-9%
22	3	-7	-7%	-3%
23	-3	-17	-1%	4%
24	0	-15	5%[57.1 µM]	24%[57.1 µM]
25	-6	4	293%[activator]	-23%
26	2	-2	1%[57.1 µM]	1%[57.1 µM]
27	-4	26	4%	9%
28	0	-2	0%	13%
29	1	20	·	·
30	0	34*	24%	4%

Entries of single compounds from above. Order of screens: D2 ag | USP1 inh | Pin1 inh | IDH1 R132H inh | TRHR ag | TRHR PAM | D2 antag | TrxR1 substrate | rTrxR1 inhibitor
`Cc1ccc(S(=O)(=O)Cc2cn3cccnc3n2)cc1` is listed with 0.2 | -13% | -2% | -1% | 0.1 | -6 | 4 | 293%[activator] | -23%
`CC(=O)O/N=C/c1c(C)c(C=O)n2ccccc12` is listed with -0.1 | -21% | -12% | -5% | -0.5 | 3 | -7 | -7% | -3%

Next part
item	Structure	D2 ag	USP1 inh	Pin1 inh	IDH1 R132H inh	TRHR ag
31	Cc1ccc(/C=C/C(=O)OC(C)C(=O)NC2CCCCC2C)o1 (centres undefined)	-0.4	-17%	-5%	6%	-0.2
32	COc1ccc(N2CCN(CCCNC(=O)C(=O)c3c(C)[nH]c4ccccc34)CC2)cc1	0.3	-5%	-11%	-8%	-1.2
33	CCN(Cc1cc(=O)[nH]c2ccccc12)C(=O)C(C)C	0.8	-15%	-10%	2%	0.6
34	O=C(CSc1nc2ccccc2o1)NCCOc1ccccc1	-0.1	-4%	-7%	1%	-2.1
35	CC(=O)N1CCCC1c1nc2ccccc2n1Cc1ccccc1Cl (centres undefined)	3.2	-23%	-4%	-2%	-0.4
36	O=C(CCC(=O)OCc1cccc(C(=O)Oc2ccccc2)c1)Nc1cccc2ccccc12	-0.1	-21%	7%	0%	0.2
37	COc1ccccc1N1CCN(C(=O)COc2ccccc2C#N)CC1	·	-28%	1%	11%	-0.3
38	CCn1c(COc2ccccc2C)nnc1SCC(=O)NCc1ccccc1	-0.1	-7%	4%	4%	-0.3
39	Cc1onc(-c2ccccc2)c1C(=O)N/N=C/c1ccc([N+](=O)[O-])c(O)c1	-1.5	-10%	-1%	-8%	-0.3
40	CC(=O)c1nn(-c2ccccc2)cc1C(=O)c1cccc(Br)c1	1.3	3%	-1%	6%	0.2
41	COc1ccc(C(=S)Nc2ccc(N(C)C)cc2)cc1	-0.3	-20%	-1%	-1%	-0.3
42	Brc1ccc(-n2c(SCc3nc4ccccc4[nH]3)nnc2-c2ccncc2)cc1	-0.4	-17%	4%	0%	0.4

item	TRHR PAM	D2 antag	TrxR1 substrate	rTrxR1 inhibitor
31	0	-25	-8%	-17%
32	-2	-25	-5%	9%
33	2	-5	3%	10%
34	-4	4	6%	11%
35	-1	·	-3%	10%
36	1	10	5%	25%
37	-6	·	3%	9%
38	-8	-5	6%[57.1 µM]	2%[57.1 µM]
39	4	6	-7%	-4%
40	30	2	-3%	12%
41	1	25	7%[57.1 µM]	2%[57.1 µM]
42	-1	-1	5%	3%

Arranged by value in TrxR1 substrate (rising): some entries from above
entry | mol | TrxR1 substrate
31 | Cc1ccc(/C=C/C(=O)OC(C)C(=O)NC2CCCCC2C)o1 (centres undefined) | -8%
39 | Cc1onc(-c2ccccc2)c1C(=O)N/N=C/c1ccc([N+](=O)[O-])c(O)c1 | -7%
32 | COc1ccc(N2CCN(CCCNC(=O)C(=O)c3c(C)[nH]c4ccccc34)CC2)cc1 | -5%
35 | CC(=O)N1CCCC1c1nc2ccccc2n1Cc1ccccc1Cl (centres undefined) | -3%
37 | COc1ccccc1N1CCN(C(=O)COc2ccccc2C#N)CC1 | 3%
34 | O=C(CSc1nc2ccccc2o1)NCCOc1ccccc1 | 6%
